Bioassay records (PubChem)
Plk1 PBD FP: Plk1 (human) PBD binding inhibition; P53350; Plk1 PBD phosphopeptide binding, fluorescence polarization; inhibition, %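 (tested at about 20 µM)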; 97,000 compounds, 0.13% hits; in the data active means inhibition above about 34%, passing the limit was not always enough
Target sequence (P53350 whole entry, looked up): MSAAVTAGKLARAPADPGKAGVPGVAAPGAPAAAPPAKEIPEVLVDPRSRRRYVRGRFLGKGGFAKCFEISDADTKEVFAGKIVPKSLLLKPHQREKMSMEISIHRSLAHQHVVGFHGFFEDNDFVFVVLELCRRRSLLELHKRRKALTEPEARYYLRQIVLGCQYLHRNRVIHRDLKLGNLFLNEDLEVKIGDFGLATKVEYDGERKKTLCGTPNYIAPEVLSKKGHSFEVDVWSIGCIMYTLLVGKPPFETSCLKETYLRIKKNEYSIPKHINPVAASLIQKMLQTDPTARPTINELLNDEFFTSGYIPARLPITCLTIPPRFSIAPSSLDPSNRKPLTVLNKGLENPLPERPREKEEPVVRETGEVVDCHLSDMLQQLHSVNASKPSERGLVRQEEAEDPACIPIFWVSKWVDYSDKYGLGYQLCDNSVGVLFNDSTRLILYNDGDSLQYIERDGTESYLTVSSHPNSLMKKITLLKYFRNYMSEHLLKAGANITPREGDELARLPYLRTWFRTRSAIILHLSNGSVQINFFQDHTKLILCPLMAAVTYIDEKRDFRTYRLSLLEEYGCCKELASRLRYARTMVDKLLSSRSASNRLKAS
CYP2C9 inh: blocks human cytochrome P450 2C9. CYP2C9 Supersomes, luciferin-H conversion, luminescence. P11712. 96,000 compounds, 20% hits. inhibition, % at 5 µM;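 active means blocking of liver enzyme CYP2C9 beyond about 50% at 5 µM, limit read from the data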; further: values of inactives mirror those of a sister screen read the other way
Target sequence (P11712 whole entry, looked up): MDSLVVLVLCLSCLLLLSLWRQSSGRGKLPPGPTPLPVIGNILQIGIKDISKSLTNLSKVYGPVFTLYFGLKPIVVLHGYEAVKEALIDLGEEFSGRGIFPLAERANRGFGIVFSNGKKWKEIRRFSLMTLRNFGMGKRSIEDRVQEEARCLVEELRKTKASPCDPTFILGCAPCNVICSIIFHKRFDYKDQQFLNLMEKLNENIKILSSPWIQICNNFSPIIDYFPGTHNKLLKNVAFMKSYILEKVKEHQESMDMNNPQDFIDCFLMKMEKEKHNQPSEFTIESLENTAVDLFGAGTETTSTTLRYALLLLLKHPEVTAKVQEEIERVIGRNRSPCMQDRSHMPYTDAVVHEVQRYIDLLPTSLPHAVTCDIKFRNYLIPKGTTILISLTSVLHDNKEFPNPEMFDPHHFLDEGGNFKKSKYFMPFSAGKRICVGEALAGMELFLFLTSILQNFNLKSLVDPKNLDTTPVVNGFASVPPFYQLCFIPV
LYP inh 2: LYP (human) phosphatase inhibition; Q9Y2R2; recombinant LYP catalytic domain, DiFMUP fluorescence; inhibition, % at 2 µM; 96,000 compounds, 0.21% hits; AID 640;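 active means inhibition at 2 µM at or above a set limit, the screen mean plus 3 SD, cut at about 24% in these data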;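 further: 0% = DMSO with enzyme and 100% = enzyme fully blocked by orthovanadate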
HIV Rev-RRE inh: HIV Rev-RRE protein-RNA interaction inhibition; 97,000 compounds, 0.79% hits; inhibition, % at 8 µM; P05866; Rev peptide-RRE RNA binding, FRET; AID 704;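 active means inhibition above the screen-wide mean plus 3 SD, cut at about 35% in these data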;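 further: 0% = median DMSO wells and 100% = median Neomycin B control wells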
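Assay system: Labelled RRE RNA duplex and labelled Rev peptide | Times: 5 min preincubation and 15 min binding, 25 °C | Detection: FRET, ex 480 nm, em 540 and 671 nm | Evaluation: % inhibition of FRET ratio versus controls | Benchmarks: DMSO wells as 0% and neomycin B wells as 100% inhibition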
Candida biofilm: kills Candida albicans biofilms. inhibition, % at 6 µM. 85,000 compounds, 0.14% hits. C. albicans biofilm + clotrimazole, Alamar Blue;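 active means inhibition above 20%; inactive means inhibition below 20%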;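 further: preformed 24 hr biofilms exposed to compound for 48 hr; 0% = biofilm without compound and 100% = blank killed by clotrimazole plus chlorhexidine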
CYP2C9 activ: CYP2C9 (human) activation; P11712; recombinant CYP2C9, luciferin-H conversion, luminescence; active compounds read high; factor 1 = untreated enzyme, 0 = blocked; activation factor at 5 µM; 96,000 compounds, 1.4% hits;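 active means activation factor of 2 or more for CYP2C9 at a 5 µM dose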;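 further: 0 = sulfaphenazole-blocked wells and 1 = vehicle-only wells; values of inactives mirror those of a sister screen read the other way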
PLK1 kinase inh: blocks human PLK1 kinase activity. P53350. recombinant PLK1 kinase, TR-FRET peptide phosphorylation. inhibition, % at 10 µM. 97,000 compounds, 0.53% hits. AID 619;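 active means inhibition of 50% or more in the single-concentration screen; inactive means inhibition below 50%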;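 further: 0% = DMSO max control and 100% = H-89 dihydrochloride min control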
LYP act: increases human PTPN22 phosphatase activity; recombinant LYP, DiFMUP fluorescence; 0 = plate median, 100 = signal doubled; activation, % at 2 µM; Q9Y2R2; 96,000 compounds, 0.11% hits;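 active means activation at 2 µM above a set limit, the mean plus 5 SD, cut at about 37% in these data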
EphB4 ephrin blk: antagonists of human EphB4-ephrin-B2 interaction. P54760. inhibition, % at 7 µM. EphB4 LBD / TNYL-RAW-Alexa532 peptide, fluorescence polarization. 97,000 compounds, 0.15% hits;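 active means inhibition above the screen-wide mean inhibition plus 3 SD, cut at about 15% in these data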;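 further: 0% = DMSO wells and 100% = excess unlabeled TNYL-RAW peptide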
* hit, by the source's call; · = not tested or not shown.

SMILES	Plk1 PBD FP	CYP2C9 inh	LYP inh 2	HIV Rev-RRE inh	Candida biofilm	CYP2C9 activ	PLK1 kinase inh	LYP act	EphB4 ephrin blk
C/C(Cl)=C\Cn1c(Nc2ccc(C)cc2)nc2c1c(=O)n(C)c(=O)n2C	0	7	-12	2	4	0.9	-9	8	-7
O=C(C1CC1)N1CCC(c2nc(-c3ccc(S(=O)(=O)N4CCCC4)cc3)no2)CC1	-11	37	3	6	4	0.6	-12	-1	3
O=C(CN1C(=O)NC2(CCCCCCC2)C1=O)N1CCc2ccccc2C1	-22	9	-4	3	5	0.9	-9	7	2
O=C(OCc1cnc(Cl)s1)c1cccc(Cl)c1	2	9	4	10	·	0.9	-7	0	0
CCOC(=O)N1CCC(N2Cc3cccc(C(=O)NC(C)c4ccc5c(c4)OCCO5)c3C2=O)CC1 (stereo not drawn)	-14	98*	-2	-2	14	0	0	-2	-6
CS(=O)(=O)c1ccc(C(=O)NC2CCOC2=O)cc1 (stereo not drawn)	7	6	6	1	0	0.9	-8	-9	-14
CC(C)OC(=O)CN1CCN(C2c3ccccc3-c3ccccc32)CC1	-13	25	6	3	-5	0.7	-10	-5	-3
Cc1ccccc1OCc1nc(-c2ccc(-n3cccc3)cc2)no1	-24	4	3	2	-5	1	-14	-5	0
Cc1ccc(NC(=O)CC2SC3=NCCN3C2=O)cc1 (stereo not drawn)	2	·	-17	8	7	·	-6	16	7
COc1cc(C2C(C(=O)c3cccs3)=C(O)C(=O)N2c2cc(C)on2)ccc1O (stereo not drawn)	15	36	0	5	5	0.6	2	-2	3
CC(C)(C)OC(=O)NCCc1nnc(SCc2ccccc2Cl)o1	7	77*	-8	0	7	0.2	-7	8	1
CCn1cc(C(=O)OCC(=O)NCc2ccc3c(c2)OCO3)c(=O)c2ccc(C)nc21	2	27	-4	2	8	0.7	7	2	0
Cc1ccc(/C=N/n2c(C)nnc2C)s1	-14	13	2	7	7	0.9	-12	-2	-6
CN1CCN(CC#CC2(O)CCCCC2)CC1	10	-10	4	6	8	1.1	-1	-4	-1
CCOC(=O)C(=CNc1cc(C)nn1C(C)(C)C)C(=O)OCC	-9	49	·	1	·	0.5	-11	·	5
CC1CCCCN1Cc1nc2c(c(=O)n(C)c(=O)n2C)n1CCc1ccccc1 (stereo not drawn)	-7	31	-4	11	8	0.7	5	4	3
Cc1ccc(-c2csc(NC(=O)CSc3ncn(-c4ccccc4)n3)n2)cc1	-22	67*	-11	8	4	0.3	4	8	5
Cc1ccc(Oc2ccc(/C=N/O)cn2)cc1	-6	13	0	-1	·	0.9	1	5	2
CCOC(=O)N1CCN(C(=O)CSCC(=O)Nc2nc(-c3ccc(C)cc3)cs2)CC1	-12	30	-3	8	3	0.7	-10	0	2
Cc1ccc(C(=O)N2CCN(c3ccc(NC(=O)c4ccc(Br)o4)cc3)CC2)cc1	15	50*	-1	-3	-2	0.5	-14	4	1
Cc1cnc(NC(=O)c2cc3c(C)nn(-c4ccccc4)c3s2)s1	-9	66*	-1	-8	6	0.3	-43	1	-1
COc1ccc(C(C)=O)cc1CN1C(=O)C(C)N(c2ccc(C)cc2)C1=O (stereo not drawn)	-17	84*	-5	5	6	0.2	-7	2	5
CCOc1ccccc1-c1cc(-c2ccccc2)nc2c1c(=O)n(C)c(=O)n2C	-29	30	16	11	8	0.7	-33	-15	5
O=C(c1cnn2c(C(F)(F)F)cc(-c3ccco3)nc12)N1CCc2ccccc2C1	-17	76*	-10	7	7	0.2	-6	6	-7
CCC1=NC(c2ccccc2OC)N(O)C1(C)C (stereo not drawn)	14	-6	6	1	0	1.1	-13	-6	-12
CC(C(=O)Nc1ccccc1-c1ccccc1)N1CCOCC1 (stereo not drawn)	-12	·	-39	0	7	·	-7	33	-10
Cn1c(=O)c2c(-c3cccc(F)c3)c3c(nc2n(C)c1=O)-c1ccccc1C3O (stereo not drawn)	-26	5	-2	5	·	0.9	-2	4	4
CCOc1ccc(/C=N/n2cnnc2)cc1	10	43	1	8	·	0.6	-13	4	1
O=S(=O)(N=S(N1CCCCC1)N1CCCCC1)c1ccccc1	-4	9	-4	-3	3	0.9	-12	4	-1
COc1ccc(-c2c(C)oc3c(CN4CCN(CCO)CC4)c(O)ccc3c2=O)cc1OC	10	2	-6	-3	10	1	-6	6	-3
Fc1ccc(C2NCCn3cccc32)cc1 (stereo not drawn)	5	-6	-2	7	-2	1.1	-9	2	3
O=C(Nc1ccccc1)/C(=C\c1ccncc1)NC(=O)c1ccccc1	-23	96*	5	3	·	0	-14	-2	-2
O=C(CNC(=O)c1ccc(Cl)cc1Cl)NCCCn1ccnc1	18	51*	3	5	0	0.5	-5	-6	-2
O=C(c1ccc(Oc2ccccc2)cc1)c1nc2c(n1O)CCCC2	6	67*	-7	-1	2	0.3	-12	9	-1
CCCOc1ccc(-c2nnc(-c3cccs3)o2)cc1	-7	·	-4	5	7	·	-16	5	3
C=CCNC(=O)C1CC(=O)N(c2ccc(OCC(=O)NCc3ccccc3)cc2)C1 (stereo not drawn)	10	19	4	2	5	0.8	-13	-7	-3
O=C(NC1CCSC1=O)c1ccc(Oc2ccc(F)cc2)nc1 (stereo not drawn)	14	5	-1	2	·	0.9	-13	4	0
O=C(CSc1nnc(-c2ccncc2)n1Cc1ccco1)Nc1ccccc1Cl	9	89*	-6	8	4	0.1	-5	5	6
CCOC(=O)c1c(C)n(CC(COC(C)=O)OC(C)=O)c2ccc(OC(C)=O)cc12 (stereo not drawn)	-11	36	-1	-1	·	0.6	3	1	2
COc1ccc(NC(=O)C(C)NS(=O)(=O)c2ccc(NC(C)=O)cc2)cc1Cl (stereo not drawn)	10	·	-2	5	7	·	-13	-1	5
O=C(NCc1ccncc1)c1ccc(Br)cc1	2	28	-26	9	-2	0.7	-5	24	1
CCn1cc(C(=O)N2CCN(c3cccc(Cl)c3)CC2)c2cc(OC)c(OC)cc2c1=O	-28	80*	-2	11	·	0.2	11	1	5
CCOc1ccc2ccccc2c1C(=O)N1CCOCC1	3	6	-4	11	1	0.9	-8	3	2
COc1ccccc1C(c1nnnn1CCc1ccccc1)N1CCCCCC1 (stereo not drawn)	-7	38	-22	12	5	0.6	-2	25	-1
CCOC(=O)C(/C=N/c1cc(C)nn1-c1ccccc1)=C(\C)O	-6	70*	10	1	-3	0.3	-2	-11	4
CC(=O)Cc1nsc(NC(=O)c2ccc(-c3cc(C(F)(F)F)ccc3Cl)o2)n1	-1	23	-8	-7	7	0.8	1	7	-10
Cc1ccccc1C(O)c1ccncc1 (stereo not drawn)	-36	74*	-5	4	·	0.3	-11	6	3
O=C(NCc1cccc(C(F)(F)F)c1)C1CC(c2ccccc2[N+](=O)[O-])=NO1 (stereo not drawn)	1	-19	6	17	·	1.2	-8	-4	0
Cc1[nH]nc(-c2ccc(OCc3cnn(-c4ccccc4)c3)cc2O)c1Oc1ccccc1F	-5	16	2	4	·	0.8	-11	1	3
O=C(NCc1ccco1)c1ccc(Cn2c(=O)c3ccccc3n(Cc3ccc(Cl)cc3)c2=O)cc1	4	86*	16	0	8	0.1	-15	-14	-3

(listing goes on)
SMILES	Plk1 PBD FP	CYP2C9 inh	LYP inh 2	HIV Rev-RRE inh	Candida biofilm	CYP2C9 activ	PLK1 kinase inh	LYP act	EphB4 ephrin blk
Cc1c(/C(O)=C2\C(=O)C(=O)N(CCN(C)C)C2c2cccs2)cnn1-c1ccccc1 (stereo not drawn)	-4	·	8	5	7	·	-11	-10	-13
CC(C)(C)OC(=O)NCc1nc(N)n[nH]1	20	·	-9	6	-2	·	-12	7	-2
CCN(CC)S(=O)(=O)c1ccc(NC(=O)COC(=O)c2ccc(Br)o2)cc1	-2	67*	-9	12	6	0.3	-18	9	-5
CC1CCN(S(=O)(=O)c2ccc3[nH]cc(C(=O)NCCN4CCOCC4)c(=O)c3c2)CC1	-10	4	-7	13	9	1	-5	4	-7
CCN(CC)CCCn1c(=S)[nH]c2cc(Cl)ccc2c1=O	26	-6	10	-3	2	1.1	-10	-13	6
CCCCCCCCSc1nnc(CSc2nc3nc(C)cc(C)n3n2)o1	-1	21	13	4	·	0.8	-6	-11	2
O=C(OCC(=O)N1CCN(C(=O)c2ccco2)CC1)c1cc(-c2ccccc2)nc2ccccc12	-11	76*	8	7	8	0.2	-18	-8	5
CCn1c(=NC(=O)CSCC(=O)Nc2nccs2)sc2ccccc21	3	84*	-2	8	7	0.2	-5	5	-2
Cc1cc(C)cc(CSc2nnc(C)c(=O)[nH]2)c1	-1	86*	-1	5	7	0.1	-8	2	1
COc1ccc(Cl)cc1NC(=S)NCCc1c[nH]c2ccccc12	6	-130	-1	-2	·	2.3*	-10	5	-1
Cc1cc2cc(CNC(=O)NC3CCCCC3)ccc2[nH]1	-11	-76	6	1	8	1.8	-1	-7	1
O=C(CCN1C(=O)C2C3C=CC(C3)C2C1=O)N1CCN(c2ccccn2)CC1 (stereo not drawn)	9	·	1	2	6	·	-11	-4	2
COc1ccc(C2=CC(c3cc(OC)c(OC)c(OC)c3)NC(=S)N2)cc1 (stereo not drawn)	-22	94*	8	-2	9	0.1	-28	-6	-4
COc1cccc(-c2nc(NCC3CCCO3)c3ccccc3n2)c1O (stereo not drawn)	16	·	-1	0	8	·	-5	-1	-9
CCOC(=O)c1c(NC(=O)CSc2nc3ccccc3s2)sc(C)c1C	-14	65*	-2	8	·	0.3	-18	0	-4
CCN1CCN(CCNC(=O)CS(=O)(=O)Cc2nc(-c3ccc(C)cc3)oc2C)CC1	-9	22	·	1	7	0.8	65*	·	1
Cc1ccc2c(Cl)cc(Cl)c(OCC(=O)NCc3ccco3)c2n1	-4	-21	30*	4	4	1.2	15	-28	12
O=C(OCc1cccc(F)c1)c1ccc2c(c1)-c1ccccc1C2=O	-15	46	3	18	·	0.5	-14	-1	-3
N#Cc1nc(-c2cccs2)oc1N1CCOCC1	-15	7	-8	7	6	0.9	-10	4	-2
N#CCSc1nc2c(cc1C#N)CCCC2	-7	16	5	3	-3	0.8	-7	-2	5
CCOC(=O)C1CCCN(C(=O)c2cn(CC)c3ccc(S(=O)(=O)N(C)C)cc3c2=O)C1 (stereo not drawn)	3	-4	-4	3	11	1	-4	2	-1

Of the compounds above, seven contain an aryl thioether with sulfur outside any ring:
SMILES	Plk1 PBD FP	CYP2C9 inh	LYP inh 2	HIV Rev-RRE inh	Candida biofilm	CYP2C9 activ	PLK1 kinase inh	LYP act	EphB4 ephrin blk
CC(C)(C)OC(=O)NCCc1nnc(SCc2ccccc2Cl)o1	7	77*	-8	0	7	0.2	-7	8	1
Cc1ccc(-c2csc(NC(=O)CSc3ncn(-c4ccccc4)n3)n2)cc1	-22	67*	-11	8	4	0.3	4	8	5
O=C(CSc1nnc(-c2ccncc2)n1Cc1ccco1)Nc1ccccc1Cl	9	89*	-6	8	4	0.1	-5	5	6
CCCCCCCCSc1nnc(CSc2nc3nc(C)cc(C)n3n2)o1	-1	21	13	4	·	0.8	-6	-11	2
Cc1cc(C)cc(CSc2nnc(C)c(=O)[nH]2)c1	-1	86*	-1	5	7	0.1	-8	2	1
CCOC(=O)c1c(NC(=O)CSc2nc3ccccc3s2)sc(C)c1C	-14	65*	-2	8	·	0.3	-18	0	-4
N#CCSc1nc2c(cc1C#N)CCCC2	-7	16	5	3	-3	0.8	-7	-2	5
